From PubChem BioAssay
APP 5'UTR act – APP 5'UTR luciferase reporter activation; SH-SY5Y APP 5'UTR luciferase reporter, luminescence; zero percent = DMSO vehicle wells; activation, % at 2 µM; actives 1% (n = 190,000);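 active = activation above a set limit, based on mean plus 3 SD of controls, cut at about 140% in these data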; note: values of inactives mirror those of a sister screen read the other way
FLuc stim CS – affects firefly luciferase, flagging false hits in luciferase stimulation screens; activation factor at 10 µM; 200,000 tested, under 10 active; ATPlite luciferase biochemical, luminescence, 10 min; 0 = ATP-free wells, 1 = DMSO control; AID 1027; P08659;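 active = luciferase activation factor, scaled between plate controls, of at least 2 with compound at 10 µM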
Target sequence (P08659 whole entry, looked up): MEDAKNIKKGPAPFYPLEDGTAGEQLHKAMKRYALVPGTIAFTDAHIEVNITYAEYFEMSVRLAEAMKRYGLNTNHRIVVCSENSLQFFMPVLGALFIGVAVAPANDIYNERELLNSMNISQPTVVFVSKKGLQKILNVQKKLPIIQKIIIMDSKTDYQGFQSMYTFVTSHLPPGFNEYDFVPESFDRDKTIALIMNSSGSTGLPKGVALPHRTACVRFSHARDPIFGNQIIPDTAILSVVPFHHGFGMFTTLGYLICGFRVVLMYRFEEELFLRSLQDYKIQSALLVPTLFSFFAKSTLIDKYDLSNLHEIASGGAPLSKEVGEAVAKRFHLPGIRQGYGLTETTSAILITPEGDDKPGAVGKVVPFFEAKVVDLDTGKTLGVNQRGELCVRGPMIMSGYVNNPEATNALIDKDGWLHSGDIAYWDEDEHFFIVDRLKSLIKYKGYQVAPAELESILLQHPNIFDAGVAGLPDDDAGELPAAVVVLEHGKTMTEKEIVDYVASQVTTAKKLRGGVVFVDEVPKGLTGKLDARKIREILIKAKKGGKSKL
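Assay system – cell-free luciferase reagent · Medium – PBS-based ATP solution · Dosing – test compounds dosed from 2 mM stocks in 100% DMSO · Timing – 10 min, room temperature · Technique – light output (luminescence) · Measure – luminescence gain marking luciferase activators · Controls – No-ATP low control, compound-free enzyme-plus-ATP high control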
STAT3 activator – STAT3 signaling activation. activation (% of control), % at 5.6 µM. AID 871. actives 0.91% (n = 190,000). U3A cells, IL-6 STAT3-luciferase reporter, luminescence; 100% = signal with IL-6 EC80 alone;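 active = activation above the screen-wide mean of compound activation plus 3 SD, cut at about 130% in these data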;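 note: 0% = background luminescence of wells with medium and substrate only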
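Assay system – human STAT1-deficient U3A cells with stable STAT3-luciferase reporter · Also added – IL-6 (33 ng/mL) · Schedule – compound 1 h, then IL-6 6 h at 37 °C · Technique – reporter luminescence signal · Evaluation – % activation versus median of IL-6-stimulated wells · Benchmarks – IL-6-only wells as 100% reference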
APP transl inh – APP translation inhibition | SH-SY5Y APP 5'UTR-luciferase reporter, luminescence | inhibition, % at 2 µM | actives 0.82% (n = 190,000) | AID 1285;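 active = inhibition above a set limit, derived from the sample mean plus 3 SD, cut at about 45% in these data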; note: values of inactives mirror those of a sister screen read the other way
STAT1 inh – STAT1 signaling inhibition; actives 0.35% (n = 200,000); NIH 3T3 STAT1-luciferase reporter, IFN-gamma, luminescence; inhibition, % at 5.5 µM;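 active = inhibition above a set limit, the mean inhibition across all tested compounds plus 3 SD, cut at about 34% in these data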;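 note: 0% = IFN-gamma with DMSO and 100% = IFN-gamma with 300 µM nifuroxazide; values of inactives mirror those of a sister screen read the other way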
NF-kB neuron act – raises NF-kB expression in human neuronal cells; NF-kB reporter expression; active compounds read high; fold change at 12.5 µM; actives 1.6% (n = 190,000); AID 1239; in the data active = fold change above about 3.3
ROMK primary – modulates human ROMK potassium channel activity. B-score at 10 µM. P48048. actives 2% (n = 130,000). Tet-inducible ROMK, thallium flux fluorescence; actives lie on both sides;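 active = signal ratio slope over the read window, or its plate-corrected B-score, at least 3 SD from the plate mean, either direction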;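 note: B-score of the F/F0 ratio slope over 7 to 12 s after thallium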
Target sequence (P48048 whole entry, looked up): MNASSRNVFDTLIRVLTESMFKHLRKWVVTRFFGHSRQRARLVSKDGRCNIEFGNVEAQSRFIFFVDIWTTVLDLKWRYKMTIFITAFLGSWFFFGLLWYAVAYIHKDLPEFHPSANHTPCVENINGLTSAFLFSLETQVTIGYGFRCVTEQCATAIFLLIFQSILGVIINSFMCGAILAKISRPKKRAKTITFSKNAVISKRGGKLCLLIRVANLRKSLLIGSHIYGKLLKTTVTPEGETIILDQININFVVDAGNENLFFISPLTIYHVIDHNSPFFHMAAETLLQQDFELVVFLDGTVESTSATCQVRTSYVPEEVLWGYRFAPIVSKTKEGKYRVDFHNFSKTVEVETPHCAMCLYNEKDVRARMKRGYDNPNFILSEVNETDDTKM
FLuc inhib CS – Photinus pyralis luciferase inhibition counter-screen. AID 1006. P08659. inhibition, % at 10 µM. actives 1.5% (n = 200,000). ATPLite firefly luciferase biochemical luminescence, 10 min;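 active = inhibition above about 50% when tested at 10 µM, limit read from the data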
STAT1 act – activators of IFN-gamma induced STAT1 signaling | activation (% of control), % at 5.5 µM | actives 2.6% (n = 200,000) | NIH 3T3 STAT1-luciferase reporter, luminescence; 100% = IFN-gamma alone, no compound;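 active = activation above the screen-wide mean activation plus 3 SD, cut at about 130% in these data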;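 note: raw ratio to IFN-gamma control signal so 100% means no change and 0% no light; values of inactives mirror those of a sister screen read the other way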
STAT3 inh – inhibitors of IL-6 induced STAT3 signaling; U3A cells, IL-6 STAT3-luciferase reporter, luminescence; host cell line lacks STAT1; inhibition, % at 5.5 µM; actives 0.89% (n = 190,000);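 active = inhibition above the mean inhibition across all screened compounds plus 3 SD, cut at about 44% in these data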;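 note: 0% = DMSO only wells and 100% = 100 µM nifuroxazide control wells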
* hit, by the source's call; nt = not tested or not shown.

SMILES	APP 5'UTR act	FLuc stim CS	STAT3 activator	APP transl inh	STAT1 inh	NF-kB neuron act	ROMK primary	FLuc inhib CS	STAT1 act	STAT3 inh
CC(C)CCOc1cccc(OCC(=O)O)c1	-9	1	101	9	-6	1.1	0.24	1	105	0
COc1cc(S(=O)(=O)N2CCCC3(CCCCC3)C2)ccc1-n1cnnn1	10	1.1	107	-10	5	1.1	nt	-7	95	-9
COc1cccc(COC(=O)c2nn(-c3ccccc3)nc2N)c1	14	1	96	-14	0	1	-0.26	-3	101	13
O=c1c(Cl)c(N2CCNCC2)cnn1C12CC3CC(CC(C3)C1)C2	1	1.1	107	-1	-9	1.1	nt	-6	108	-7
COc1ccc(CNC(=O)C(C)N(Cc2ccco2)C(=O)c2snc(C(N)=O)c2N)cc1 (configuration not stated)	-4	1	98	4	6	0.82	-0.13	3	95	4
COc1ccc(CNC(=O)C2CSCCS2)cc1 (configuration not stated)	13	1	103	-13	-3	1.1	nt	1	103	6
O=[N+]([O-])c1ccc(N=NNc2ccccc2)cc1	58	0.9	96	-58	-40	3.6*	nt	8	135*	7
CCN1C(=O)/C(=C\N(C)C)c2ccccc21	-1	1	93	1	-2	1.3	0.73	-1	103	10
CCC1CCCCN1C(=O)CCn1ccnc1 (configuration not stated)	9	1	99	-9	3	0.94	0.8	-5	95	10
O=C(NCc1ccc2c(c1)OCO2)c1cc([N+](=O)[O-])ccc1N1CCCCC1	-79	1	110	79*	-2	0.99	1.6	-4	102	-9
Cc1ccccc1Cn1cnc2c(cnn2C(C)(C)C)c1=O	7	1	105	-7	-3	0.98	0.34	-2	102	-3
Nc1cc2c(cc1[N+](=O)[O-])OCO2	11	1	105	-11	-13	1.1	-1.6	0	109	1
O=C1C(=O)N(CCN2CCOCC2)C(c2ccccn2)/C1=C(/O)c1ccc(F)cc1 (configuration not stated)	-4	1.1	104	4	-6	1.3	0	-10	106	0
COc1cccc(C(=O)N(Cc2cc3cc(C)ccc3[nH]c2=O)C(C)C)c1	-4	1	103	4	-1	1	nt	1	101	0
C=CCNC(=O)CSCc1ccc(Br)cc1	0	1	103	0	-5	1.1	-0.099	-4	101	2
Cc1cc(Cl)c(S(=O)(=O)Nc2ccon2)cc1OCC(=O)NC1CCCCC1	-1	1	102	1	6	1.3	nt	-1	94	-2
Cc1cc(Nc2ccccc2)nn1C(=O)c1ccc(Cl)cc1	6	1	114	-6	-21	1.1	-0.32	3	119	-10
O=C(CSc1nc2ccccc2nc1SCC(=O)N1CCCCC1)N1CCCCC1	-2	1	90	2	10	0.54	nt	-2	91	22
O=C(COC(=O)c1ccc2c(c1Cl)C(=O)c1ccccc1C2=O)NC1CC1	-16	1	98	16	-10	1.1	0.27	3	109	2
CSc1ccc(CN2CCN(C(C)C)C(CCO)C2)cc1 (configuration not stated)	3	1	92	-3	-1	nt	0.083	-4	99	14
CC(C)c1cc(=O)n2[nH]c(N)nc2n1	-5	1.1	101	5	-4	1.1	0.65	-5	102	0
O=C(Nc1ccc(F)cc1F)c1cc2ncc(CCCl)cn2n1	0	1	94	0	-2	1.5	0.5	-2	101	9
CCc1nc(C)ccc1OCC(=O)N1CCc2c([nH]c3ccccc23)C1c1ccccn1 (configuration not stated)	-17	1.1	107	17	-4	0.65	2.1	-7	102	-4
COc1ccccc1NC(=O)Cn1cnc2sc(C)c(S(=O)(=O)N3CCCCC3)c2c1=O	12	1.1	104	-12	3	1	-0.29	-11	98	-1
CN1CCN(CCCC(=O)c2ccc(C3CCCC3)cc2)CC1	-6	1	104	6	3	1.2	-1.7	0	98	1
Later entries:
SMILES	APP 5'UTR act	FLuc stim CS	STAT3 activator	APP transl inh	STAT1 inh	NF-kB neuron act	ROMK primary	FLuc inhib CS	STAT1 act	STAT3 inh
CCC(C)NC(=O)c1ccccc1-c1nc2ccccc2[nH]1 (configuration not stated)	-4	1	105	4	-6	0.92	-0.41	-1	104	-3
CCCc1cc(=O)[nH]c(SCC(=O)N(C)Cc2ccccc2)n1	1	1	104	-1	4	1	0.85	-5	96	-2
CCc1ccc2oc(=O)cc(CN3CCOCC3)c2c1	6	1	106	-6	4	1.3	nt	-2	97	0
CC1Cc2ccccc2N1C(=O)C12CCC(C)(C(=O)C1)C2(C)C (configuration not stated)	-19	1.1	109	19	-9	1.1	nt	-7	108	-6
Cn1ccnc1C(=O)c1cc(=O)c2ccccc2o1	12	1	110	-12	-3	1.4	nt	1	103	-5
COc1ccc(C(=O)Nc2ccc(N3CCOCC3)cc2)cc1S(=O)(=O)NC1CCCC1	-11	1	95	11	10	1.1	nt	-4	90	9
CCN1C/C(=C/c2ccc(OC)c(O)c2)C(=O)/C(=C/c2ccc(OC)c(O)c2)C1	-88	1	100	88*	-254	0.24	0.021	0	335*	4
CC(=O)Nc1ccc2nc(-c3ccncc3)[nH]c2c1	0	0.9	105	0	4	1.1	-0.24	6	96	-2
Cc1cccc(OCCC(=O)Nc2cc(S(=O)(=O)N3CCCCC3)ccc2N2CCOCC2)c1	11	1	105	-11	-2	1.2	-1.5	-1	102	-4
O=C1CN(S(=O)(=O)c2cc(Cl)ccc2Cl)CCN1	-13	1	101	13	8	1.4	-0.39	-2	93	0
COc1ccc(C)cc1S(=O)(=O)N(CC(=O)Nc1cc([N+](=O)[O-])ccc1C)c1ccc(C)c(C)c1	7	1	109	-7	3	0.6	nt	-4	97	-12
CC(C)Cc1ccc(S(=O)(=O)N2CCCC2)cc1	9	1.1	101	-9	12	0.84	nt	-7	89	6
N/C(=N\OS(=O)(=O)c1ccc(Cl)cc1)c1ccncc1	12	1	97	-12	-10	0.96	nt	-1	109	6
Clc1ccccc1/C=C/C=N/Nc1nc(N2CCOCC2)nc(N2CCOCC2)n1	7	1.1	94	-7	-10	nt	nt	-10	108	12
Cc1noc(C)c1S(=O)(=O)N(CC(=O)N1CCc2ccccc21)c1ccc(C(C)C)cc1	1	1.1	101	-1	8	0.92	nt	-7	93	7
CC(C)CN1CCN(Cc2cccc3ncccc23)CC1CCO (configuration not stated)	2	1.1	94	-2	-1	1.1	0.052	-8	99	11
O=c1[nH]ncc(NCc2ccc(Cl)cc2)c1Cl	-12	1.1	95	12	10	1.2	-1.3	-9	90	7
CCCC(=O)Nc1nnc(SCC(=O)NCc2cccs2)s1	-2	1.1	100	2	-2	1.2	nt	-6	102	5
COCCn1c(N)c(S(=O)(=O)c2cccs2)c2nc3ccccc3nc21	10	1	102	-10	0	1.2	nt	-2	100	2
O=C(c1ccc(F)cc1)c1ccc(CN2C(=O)c3ccccc3C2=O)o1	2	1	88	-2	0	1	0.17	3	98	17
CC1CC(C)CN(C(=O)c2ccc(CSc3nc4ccncc4[nH]3)cc2)C1 (configuration not stated)	-8	1	90	8	5	0.66	-0.7	-1	95	11
Cc1nn(Cc2ccc(F)cc2)c(C)c1NC(=O)c1noc2c1CCc1ccccc1-2	-5	1	85	5	4	0.91	nt	-3	96	23
Cc1ccc2c(CC(=O)OCc3nc(N)nc(Nc4ccccc4C)n3)coc2c1	0	1.1	84	0	-2	1.1	-0.77	-7	102	23
Cc1ccc(CN2CCN(C(=O)CCN3C(=O)c4ccccc4C3=O)CC2)cc1	20	1.1	97	-20	3	1.3	0.053	-7	97	4
Clc1ccc(OCc2nn3c(-c4ccco4)nnc3s2)c(Cl)c1	-1	1	80	1	20	1.2	0.033	1	81	25

Three compounds from above, arranged by count of non-hydrogen atoms, highest first:
SMILES	APP 5'UTR act	FLuc stim CS	STAT3 activator	APP transl inh	STAT1 inh	NF-kB neuron act	ROMK primary	FLuc inhib CS	STAT1 act	STAT3 inh
COc1ccc(C)cc1S(=O)(=O)N(CC(=O)Nc1cc([N+](=O)[O-])ccc1C)c1ccc(C)c(C)c1	7	1	109	-7	3	0.6	nt	-4	97	-12
CC(C)CN1CCN(Cc2cccc3ncccc23)CC1CCO (configuration not stated)	2	1.1	94	-2	-1	1.1	0.052	-8	99	11
CCC(C)NC(=O)c1ccccc1-c1nc2ccccc2[nH]1 (configuration not stated)	-4	1	105	4	-6	0.92	-0.41	-1	104	-3

Later entries
SMILES	APP 5'UTR act	FLuc stim CS	STAT3 activator	APP transl inh	STAT1 inh	NF-kB neuron act	ROMK primary	FLuc inhib CS	STAT1 act	STAT3 inh
CCOC(=O)C1CCCN(Cc2c(C(=O)N3CCCCC3)nc3c(C)cccn23)C1 (configuration not stated)	16	1	112	-16	2	1.1	-0.55	-3	96	-8
Cc1ccc(O)c(-c2cc(C(=O)NCc3ccccc3)[nH]n2)c1	22	0.9	104	-22	1	1.2	1	9	99	-1
CCOc1cccc(NC(=O)Cn2nc(-c3ccc4c(c3)OCCO4)ccc2=O)c1	2	1	107	-2	2	0.93	0.079	0	99	-5
COc1cc(S(=O)(=O)N2CCOCC2)ccc1N	-4	1	102	4	2	1.5	nt	-2	96	1
C/C(=N\OC(=O)c1c(-c2c(F)cccc2Cl)noc1C)c1nccs1	9	1	100	-9	-6	nt	nt	-3	103	6
O=C1OC2(c3ccccc3)C3CCCC2C13	-9	1.1	100	9	-3	1.1	0.63	-8	103	5
COc1ccc(C2=CC(=O)OC3(CCCCC3)O2)cc1	-15	1	108	15	-2	1.7	-2.4*	-4	100	-8
Cn1c(=O)c2c(nc(N3CCCCC3)n2C)n(C)c1=O	5	1	97	-5	2	0.99	-0.3	-1	98	7
c1ccc(-c2nnc(-c3cccc(-c4nnc(-c5ccccc5)o4)c3)o2)cc1	-4	nt	102	4	-3	nt	0.0063	nt	106	0
CC(C(=O)NC1=NCCS1)(C(F)(F)F)C(F)(F)F	-16	1	98	16	-4	0.84	nt	-5	104	7
O=C(/C=C/c1cccs1)c1cc(Br)ccc1OC(=O)N1CCOCC1	3	1	100	-3	-5	1	-2.8	-3	105	4
Cc1ccc(C2=NN(C3=NN=C(N)Cc4ncnn43)C(O)(C(F)(F)F)C2)cc1 (configuration not stated)	-2	1	99	2	-8	0.89	0.041	-2	105	4
O=C(Nc1cccc(S(=O)(=O)N2CCCC2)c1)c1cc(-c2ccccn2)nc2ccccc12	-15	1	104	15	5	0.55	0.12	-2	96	-4
O=C(c1cncc(Br)c1)N1CCc2ccccc2C1	-14	1	89	14	6	0.93	1.1	-2	94	13
O=C1c2ccccc2C(=O)N1CC1=CCS(=O)(=O)C1	9	1.1	98	-9	5	1.1	nt	-6	96	8
COc1ccc(NC(=O)c2ccc(-c3ccccc3C(F)(F)F)o2)cc1	-2	1	91	2	-7	1.3	0.19	3	107	8
CCn1nc(C(=O)Nc2ccc(S(=O)(=O)Nc3ncccn3)cc2)c2ccccc2c1=O	7	1	96	-7	-2	0.86	-0.22	-2	100	12
COc1ccc(N(Cc2cc3cccc(C)c3[nH]c2=O)S(C)(=O)=O)cc1	-5	1.1	104	5	8	0.93	0.46	-6	92	-8
CCc1c(C(=O)NNC(=S)NC2CCCCC2)csc1C	18	1	100	-18	3	1.5	-1.2	-1	94	5
Cn1c2c(c(=O)n(C)c1=O)CN(CCc1ccccc1)CN2	3	1.1	98	-3	4	1.2	nt	-11	96	6
O=c1cc(-c2ccccc2)nc(SCCOc2ccccc2Cl)[nH]1	-1	1.1	100	1	-5	1.2	0.086	-5	104	6
O=C(Nc1nccs1)C1CCN(S(=O)(=O)c2cnc[nH]2)CC1	14	1	93	-14	-3	1.2	nt	0	104	15
Cc1ccc(-c2nnn(C(C)C(=O)N3c4ccccc4CCc4ccccc43)n2)cc1 (configuration not stated)	-17	1.1	107	17	-5	0.68	0.094	-8	109	-5
